GoLoco inh red = inhibitors of human Gai1-RGS12 GoLoco interaction (red fluorophore); Gai1:RGS12 GoLoco peptide FP, rhodamine, 10 min; hit rate 0.44% among 230,000; Potency, µM (top dose mostly 61.6 µM), inactives show at the top dose activity, negative = inhibition, hits mostly inhibitors; P63096; active = well fitted inhibition curve with a large enough effect, not every such curve was filed as active; inactive = no such curve, though single readings can be large or run the other way; also: % is scaled to controls: 0 for no effect and ±100 for the full control effect; nearly all actives have a fitted effect of over 30% in size; many of its hits are not listed in these tables
Target sequence (P63096 whole entry, looked up): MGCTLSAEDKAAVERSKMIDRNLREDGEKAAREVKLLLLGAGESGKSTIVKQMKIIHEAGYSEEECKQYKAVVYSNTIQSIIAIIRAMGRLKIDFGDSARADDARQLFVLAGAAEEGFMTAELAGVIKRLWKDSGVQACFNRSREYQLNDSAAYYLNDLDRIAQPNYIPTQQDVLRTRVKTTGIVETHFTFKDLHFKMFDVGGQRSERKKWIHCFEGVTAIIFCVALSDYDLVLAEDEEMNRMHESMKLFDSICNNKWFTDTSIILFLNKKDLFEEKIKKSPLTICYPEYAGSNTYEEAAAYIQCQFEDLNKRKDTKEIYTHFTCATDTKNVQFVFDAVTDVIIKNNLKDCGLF
aGlu spleen mod = lysosomal alpha-glucosidase (human) modulation; hit rate 0.006% among 240,000; P10253; Potency, µM (doses to about 79.9 µM), for the others: at the top dose activity change, negative = inhibition, most hits filed as inhibitors; human spleen homogenate, 4-MU-alpha-glucoside fluorescence;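 also: 0% = enzyme with vehicle and -100% = no enzyme basal signal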
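Human spleen homogenate (1 ug) with 4-methylumbelliferyl-alpha-D-glucopyranoside (1 mM final) in 50 mM citrate/phosphate pH 5.0, 0.01% Tween-20; 40 min at 37 C. Stopped at pH 10; 4-MU fluorescence Ex 365/Em 440 nm; AC50 by Hill fit.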
HTT cytoprotect = Huntington cell model cytoprotection by ATP luminescence. PC12 HTT-Q103 induced, cytoprotection, ATP luminescence, 40 h. Potency, µM (top dose mostly 56.4 µM), inactives show cytoprotection (ATP increase), usual class: activators. hit rate 0.14% among 230,000;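 also: % of control where 0% means no effect; nearly all actives have a fitted effect of over 45% in size; toxic huntingtin expression switched on by the ecdysone agonist tebufenozide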
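Compounds added alongside 100 nM tebufenozide, which induces toxic Q103 huntingtin exon 1-GFP in stable PC12 cells; surviving cells quantified by luminescent ATP measurement. Medium: phenol red-free DMEM, 5% equine and 5% calf serum.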
IMPase Li inh = IMPase inhibition in cells with lithium potentiation | CHO-M1 cells, IP1 TR-FRET (IP-One), carbachol + lithium | Potency, µM (highest dose often 59.4 µM), inactives show at the top dose activity, negative = IMPase inhibition, most hits filed as inhibitors | hit rate 0.35% among 210,000 | AID 1457;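 also: IP1 builds up when IMPase is blocked and the TR-FRET signal falls; plate controls were basal vehicle for no effect and high inhibitor control for full effect; nearly all actives have a fitted effect of over 50% in size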
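CHO-M1, 2000 cells/well, 16–30 h culture; cpd + low Li+, 30 min 37C; lysis with d2-IP1/Eu-anti-IP1 Ab, 10 min RT; TR-FRET 665/620 ratio and 620 channel; AC50 via Hill.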
GAA inh = inhibitors of human lysosomal alpha-glucosidase; Potency, µM (top dose mostly 76.9 µM), without a hit: top-dose activity change, negative = inhibition, most hits filed as inhibitors; P10253; purified human GAA, 4-MU-alpha-glucoside fluorescence; hit rate 0.005% among 200,000; AID 1466;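 also: plate controls were uninhibited enzyme wells for no effect and no-enzyme background for full effect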
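AC50 values come from Hill fits of compound titrations (up to 77 uM) against 4 nM human enzyme. Substrate 4-methylumbelliferyl-alpha-D-pyranoside at 400 uM, pH 5.0 citrate buffer, 20 min room temperature; fluorescence Ex 365/Em 440 after alkaline stop.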
HTT aggregate = inhibitors of mutant huntingtin aggregate formation in PC12 cells; hit rate 1.1% among 220,000; Potency, µM (doses to about 46.1 µM), for inactives: at the highest dose activity change, negative = inhibition, hits mostly inhibitors; PC12 HttQ103-GFP aggregates, Acumen cytometry, 40 h; AID 1688; also: % is scaled to controls: 0 for no effect and ±100 for the full control effect; nearly all actives have a fitted effect of over 60% in size
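Inducible Q103 Huntingtin exon 1–GFP PC12 line, 1500 cells/well in phenol red free DMEM with 5% equine and 5% calf serum. Tebufenozide 100 nM induced expression; compounds titrated; aggregates quantified by cytometry.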
GAA glycogen = alters human alpha-glucosidase cleavage of glycogen; Potency, µM (top dose mostly 76.4 µM), for the others: at the top dose activity change, negative = inhibition, hits mostly inhibitors; recombinant GAA, glycogen substrate, Amplex Red glucose oxidase fluorescence; P10253; AID 2100; hit rate 0.38% among 300,000;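 also: 0% = full enzyme reaction and -100% = no-enzyme basal signal; the screen sought inhibitors and activators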
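Recombinant human enzyme (4 nM); glycogen substrate; 37 C, 40 min, pH 5.0. Readout: coupled glucose oxidase/Amplex Red fluorescence.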
The depositor's hits bear a star; ? = inconclusive; / = not tested or not shown; [ ] = another dose, or the depositor's remark. Unless noted, calls follow the shape of the dose curve; as a rule, active = well fitted curve in the direction sought with a large enough effect; inconclusive = small, poorly fitted or top-dose-only effect, or another doubt; inactive = no such curve, though single readings can be large; an effect the other way counts as inactive or inconclusive. Potency is read from the fitted curve at half-maximal effect. An excerpt; rates above refer to the full screens.

1: COc1ccc(NC(=O)Cn2nnc(C(=O)NCCc3ccccc3)c2N)cc1
2: COc1cc(S(=O)(=O)NCCCN2CCOCC2)ccc1Cl
3: CCOc1ccc(C(CCc2ccccc2)NC(=O)c2ccccc2F)cc1OCC (centres undefined)
4: CCOC(=O)/C(=C\c1ccccc1)NC(=O)c1ccccc1
5: COc1ccc(NC(=O)C2=C(C)NC(=O)NC2c2cccc(OC)c2OC)c(OC)c1 (centres undefined)

assay / compound	1	2	3	4	5
GoLoco inh red	6.2%	3.0%	-3.2%	-17.3%	4.8%
aGlu spleen mod	4.8%	-2.4%	-7.9%	1.6%	5.0%
HTT cytoprotect	/	6.1%	6.9%	33.0%[10 µM]	-0.8%[10 µM]
IMPase Li inh	-6.2%	14.1%[38.3 µM]	5.0%[38.3 µM]	/	-11.9%[38.3 µM]
GAA inh	-6.8%	-2.8%	-3.8%	/	-8.1%
HTT aggregate	5.7%	4.0%	-1.3%	11.2%[9.22 µM]	1.6%
GAA glycogen	9.1%	4.0%	3.6%	0.5%	3.1%

6: Cc1[nH]c2ccccc2c1C(=O)CSc1nc2ncc(Cl)cc2[nH]1
7: C/C(Cl)=C\Cn1c(NCCCn2ccnc2)nc2c1c(=O)n(C)c(=O)n2C
8: COc1ccc(C2C(C#N)=C(N)OC3=C2C(=O)CC(C)(C)C3)cc1Cn1nc(C)c([N+](=O)[O-])c1C (centres undefined)
9: Cc1ccc(C)c(NC(=O)COc2cccc3c2CCN(Cc2ccccc2)C3=O)c1
10: CCCCCCCC[C@@H](O)/C=C/C=C/C=C\[C@@H](O)CCCC(=O)O

assay / compound	6	7	8	9	10
GoLoco inh red	59.0%[activator]	-2.3%	-4.1%	4.5%	8.4%
aGlu spleen mod	-0.6%	-9.7%	3.3%	3.2%	1.5%
HTT cytoprotect	-72.6%[inhibitor]	12.2%	-12.5%[1.9 µM]	-8.4%[10 µM]	7.0%
IMPase Li inh	-22.7%	5.9%[38.3 µM]	5.7%	5.8%	6.7%
GAA inh	2.7%	4.9%	-7.2%	0.4%	/
HTT aggregate	-8.4%	11.7%	-7.8%	-5.1%	/
GAA glycogen	5.8%	5.9%	-1.4%	1.0%	/

11: O=C(c1ccc(S(=O)(=O)N2CCOCC2)cc1)N1CCN(c2ccc(F)cc2)CC1
12: CCC(CO)NC(=O)c1cc2c(s1)CCC2 (centres undefined)
13: Cc1cnc(CNc2ncnc3ccc(-c4cccc(C#N)c4)cc23)cn1
14: O=C(OCn1ncc(Cl)c(Cl)c1=O)c1cccc(C(F)(F)F)c1
15: O=C(Nc1cccc(Cl)c1)N1CCN2C(=O)c3ccccc3C12c1ccccc1 (centres undefined)

assay / compound	11	12	13	14	15
GoLoco inh red	-2.2%	2.5%	9.7%	-8.6%	-9.1%
aGlu spleen mod	-6.9%	-1.1%	-1.0%	-6.6%	-9.1%
HTT cytoprotect	1.2%	-8.6%	-19.9%	15.3%	-50.6%[inhibitor]
IMPase Li inh	-6.8%[38.3 µM]	22.2%[38.3 µM]	3.8%	-19.8%[38.3 µM]	-3.2%[38.3 µM]
GAA inh	-8.0%	-1.4%	/	3.0%	-9.0%
HTT aggregate	-0.7%	-14.7%	/	0.5%	?
GAA glycogen	-2.0%	0.3%	/	5.8%	-8.7%

16: COc1cc(C2c3c(oc4ccccc4c3=O)C(=O)N2c2ccc(C)cn2)ccc1O (centres undefined)
17: COc1ccc(OC)c(S(=O)(=O)Nc2cc(C(=O)O)ccc2N2CC3CC(C2)c2cccc(=O)n2C3)c1 (centres undefined)
18: CC(=O)N1CSCC1C(=O)NNS(=O)(=O)c1ccccc1 (centres undefined)
19: CC1(O)c2ccccc2C(=O)N1Cc1ccccc1 (centres undefined)
20: CS(=O)(=O)Nc1cccc(-c2ccc3ncnc(NCc4cccs4)c3c2)c1

assay / compound	16	17	18	19	20
GoLoco inh red	21.4%	6.5%	0.4%	-3.8%	8.4%
aGlu spleen mod	-7.0%	-2.1%	-9.4%	5.5%	8.5%
HTT cytoprotect	6.2%[10 µM]	-13.0%	14.8%[10 µM]	13.1%	-170.5%[inhibitor]
IMPase Li inh	3.5%	-2.6%	/	-11.3%[38.3 µM]	11.0%
GAA inh	0.3%	1.1%	/	2.6%	/
HTT aggregate	9.7%	1.5%	18.6%[9.22 µM]	-11.9%	/
GAA glycogen	12.2%	-14.5%	2.7%	0.1%	/

21: S=c1[nH]ncn1/N=C/c1ccc(Br)cc1
22: COc1ccc(C)cc1NC(=O)C1CCCCC1C(=O)O (centres undefined)
23: CN(/N=C/c1ccc(C(C)(C)C)cc1)C1=NCCN1
24: Cc1ccc(CN2C(=O)CCC2C(=O)NCCCN2CCC(C)CC2)cc1 (centres undefined)
25: COC(=O)C(CCSC)NC(=O)Cn1ncc2c(=O)oc3ccccc3c21 (centres undefined)

assay / compound	21	22	23	24	25
GoLoco inh red	9.3%	/	9.7%	7.5%	-9.8%
aGlu spleen mod	-8.7%	-3.4%	-15.2%	5.4%	0.4%
HTT cytoprotect	-16.6%	1.9%[0.074 µM]	-39.2%	16.9%[10 µM]	-14.4%
IMPase Li inh	-14.0%[38.3 µM]	/	3.6%	10.6%[38.3 µM]	-3.8%[38.3 µM]
GAA inh	3.7%	1.8%	5.5%	-1.0%	3.2%
HTT aggregate	-8.5%	11.5%	?	-16.7%	1.0%
GAA glycogen	?	-11.2%	8.4%	2.9%	7.4%

26: C#CCOCCOCCOCCNc1nc(N2CCN(C(=O)[C@H]([C@@H](C)CC)n3cc([C@@H](N)CO)nn3)CC2)nc(N2CCN(C(=O)[C@H](Cc3cc4ccccc4[nH]3)n3cc([C@@H](N)C(C)CC)nn3)CC2)n1 (some centres undefined)
27: O=C(NCc1ccc2c(c1)OCO2)c1cc2ccccc2oc1=O
28: COc1ccccc1OCCNC(=O)Nc1cc(F)c(F)cc1Cl
29: CC(Oc1ccccc1F)c1ccnc2nc(/N=C/N(C)C)nn12 (centres undefined)
30: Cc1cccc(C)c1NC1=NC2(CCCCC2)N=C(N)N1

assay / compound	26	27	28	29	30
GoLoco inh red	4.7%	-15.8%	8.1%	0.4%	6.5%
aGlu spleen mod	9.1%	-10.2%	0.3%	0.9%	-7.2%
HTT cytoprotect	7.7%[10 µM]	0.9%[10 µM]	17.7%[10 µM]	-13.4%	0.631µM*
IMPase Li inh	-9.3%	-11.8%	/	-4.5%	5.9%[38.3 µM]
GAA inh	/	1.7%	1.3%	-3.6%	2.2%
HTT aggregate	-5.9%[9.22 µM]	-10.7%	6.0%[9.22 µM]	7.7%	/
GAA glycogen	-17.0%	5.8%	-0.6%	4.5%	1.3%

31: O=[N+]([O-])c1ccc(NC(=S)N/C(=N/CS(=O)(=O)c2ccccc2)c2ccccc2)cc1
32: COc1ccccc1C1=NC(c2ccc(C)cc2)N=C1C (centres undefined)
33: Cc1ccc(S(=O)(=O)Nc2ccc3oc(=O)sc3c2)c(C)c1
34: CN(CCc1ccccn1)C(=O)CCC1CCCN(C(=O)c2c3c(nn2C)CCCC3)C1 (centres undefined)
35: COc1cc(C=C2C(=O)OC(c3ccccc3)OC2=O)cc(Br)c1O (centres undefined)

assay / compound	31	32	33	34	35
GoLoco inh red	-4.5%	2.5%	13.6%	3.4%	2.9%
aGlu spleen mod	3.5%	/	-6.1%	0.3%	-2.4%
HTT cytoprotect	-9.8%	-35.5%[inhibitor]	23.4%[10 µM]	9.6%[10 µM]	-15.5%
IMPase Li inh	5.7%[38.3 µM]	11.3%	17.6%	2.5%	-13.6%
GAA inh	-7.6%	?	3.9%	4.6%	-1.3%
HTT aggregate	?	-28.8%	?	0.0%[9.22 µM]	-5.0%
GAA glycogen	-1.4%	-12.3%	-24.6%	5.8%	1.6%

36: O=C(Nc1cccnc1)C1(F)C(F)(F)C(F)(F)C(F)(F)C(F)(F)C1(F)F
37: COc1cccc(-n2c(COc3ccccc3C)nnc2SCC(=O)O)c1
38: OC(COc1ccc2c(c1)CCC2)Cn1cnc2ccccc21 (centres undefined)
39: CCn1c(=O)c(=O)n(CC)c2cc(S(=O)(=O)Nc3cccc(OC)c3)ccc21
40: O=C(CCCn1c(SCC(=O)c2ccc(Cl)cc2)nc2ccccc2c1=O)NCc1ccco1

assay / compound	36	37	38	39	40
GoLoco inh red	3.0%	-14.8%	17.4%	-5.8%	-4.5%
aGlu spleen mod	-10.6%	-17.0%	-11.7%	2.9%	-3.0%
HTT cytoprotect	-53.8%[inhibitor]	-11.8%	-17.7%	11.4%	-41.9%[inhibitor]
IMPase Li inh	-2.3%[38.3 µM]	-11.3%[38.3 µM]	24.7%[38.3 µM]	19.6%[38.3 µM]	-17.5%[38.3 µM]
GAA inh	3.1%	-7.6%	-7.2%	1.9%	-3.5%
HTT aggregate	6.31µM*	-19.1%	-28.9%	-10.9%[9.22 µM]	9.9%
GAA glycogen	2.0%	4.9%	2.6%	-13.2%	3.8%

41: Cc1c(NC(=O)c2cccc(F)c2)c(=O)n(-c2ccccc2)n1C
42: COc1ccc(C(=O)c2cc([N+](=O)[O-])ccc2N2CCN(C)CC2)cc1
43: O=C(C1CCCO1)N1CCN(C(=S)NC2CC2)CC1 (centres undefined)
44: CN1CCN(C(=S)c2ccc(OCC(=O)Nc3cccc(C(F)(F)F)c3)cc2)CC1
45: O=C(O)CSc1nc(SCc2ccccc2Cl)nc2c1CCCC2
46: COC(=O)c1cccc(NC(=O)NC23CC4CC(CC(C4)C2)C3)c1

assay / compound	41	42	43	44	45	46
GoLoco inh red	-11.8%	1.0%	0.6%	4.3%	0.0%	-17.9%
aGlu spleen mod	1.2%	-11.4%	10.1%	0.3%	-2.8%	2.1%
HTT cytoprotect	5.7%[0.074 µM]	-125.9%[inhibitor]	/	9.3%[10 µM]	-7.3%[10 µM]	-31.3%
IMPase Li inh	-4.0%	1.8%	6.2%	8.5%	-5.8%	55.4%[activator][38.3 µM]
GAA inh	-7.3%	7.4%	10.5%	-5.9%	0.3%	-4.0%
HTT aggregate	12.9%	3.6%	2.9%	?	1.3%	6.7%[9.22 µM]
GAA glycogen	0.0%	8.0%	29.6%	-0.1%	-5.4%	-14.3%

High-throughput results deposited in PubChem BioAssay by National Center for Advancing Translational Sciences (NCATS).
